High-throughput results (PubChem BioAssay)
Bcl-B displacement: displacers of TR3 peptide from Bcl-B, primary screen, selectivity assay for Bfl-1 inhibitor project, biochemical, fluorescence polarization; AID 748; 0.11% of 96,000 active; FP displacement of FITC-TR3 peptide from Bcl-B; higher % means a stronger effect; displacement, % at 20 µM, or IC50 in µM where a hit was titrated;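 active = displacement above 50% at 20 µM plus a fluorescence interference ratio under 1.5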;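 also: plate controls were wells without compound for no effect and wells lacking Bcl-B protein for full effect; a part of the inactive calls stands beside numbers as strong as those of hits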
IL1B NFkB inh: blocks IL-1B driven NFkB nuclear translocation in HUVEC cells; HUVEC IL-1B NFkB p65 nuclear translocation imaging; inhibition, % at 2 µM; 0.43% of 94,000 active;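 active = inhibition above about 30% together with a positive call from visual inspection of the well image, limit read from the data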;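 also: nuclear over cytoplasmic p65 intensity ratio measured by imaging; 0% = IL-1B stimulated DMSO wells and 100% = unstimulated DMSO wells; values of inactives mirror those of a sister screen read the other way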
PLAP inhibition: inhibition of human placental alkaline phosphatase – biochemical, luminescence, HTS (AID 690) | purified PLAP, luminescent substrate; higher % means a stronger effect | inhibition, % at 20 µM; hits with a dose series show IC50 in µM | 0.08% of 96,000 active; in the data active = a potency from the dose series; inactive = the rest, 99 in 100 with inhibition below about 30%; also: strong numbers were not always called active
NFkB transloc pot: enhances IL-1B driven NFkB nuclear translocation. HUVEC IL-1B NFkB p65 nuclear translocation imaging. activation, % at 2 µM. 0.3% of 94,000 active;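 active = activation above 40%, about the mean plus 3 SD, also judged a hit on visual image review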;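 also: percent activation is computed from the nuclear over cytoplasmic p65 intensity ratio; values of inactives mirror those of a sister screen read the other way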
MRP resist rev: compounds reversing MRP-mediated drug resistance. differential viability (reversal), % at 10 µM. H69AR cells + 2 uM doxorubicin, CellTiter-Glo, 72 h. 0.04% of 85,000 active;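 active = viability drop by adding the cancer drug above about 55%, with treated viability meeting a 40% cutoff, limit read from the data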;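 also: viability without doxorubicin minus viability with 2 µM doxorubicin for each compound; larger differential means the compound sensitizes cells more to doxorubicin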
MRP resist rev cytotoxicity: also measured in MRP resist rev; calls as there; viability, %; H69AR cells, CellTiter-Glo, 72 h; measured here: cytotoxicity without doxorubicin
MRP resist rev with doxorubicin: also measured in MRP resist rev; calls as there; viability, %; measured here: viability with 2 uM doxorubicin; stronger effect = lower value
IL1B NFkB inh cell count 2 µM: further read-out of IL1B NFkB inh, marked with its call; cell count; measured here: cells passing quality filter;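 raw number of nuclei counted in each imaged well without normalization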
NFkB transloc pot cell count 2 µM: recorded beside NFkB transloc pot, whose call it bears; cell count; measured here: cells passing quality filter
Starred values were filed as active, the others as inactive; x = no result given.

SMILES	Bcl-B displacement	IL1B NFkB inh	IL1B NFkB inh cell count 2 µM	PLAP inhibition	NFkB transloc pot	NFkB transloc pot cell count 2 µM	MRP resist rev	MRP resist rev cytotoxicity	MRP resist rev with doxorubicin
O=C(Cn1cnc2c(cnn2-c2ccc(F)cc2)c1=O)NCc1ccco1	-5%	-1	87	-12%	1	87	x	x	x
Cc1sc(NC(=O)C2CCCCC2C(=O)O)c(C(N)=O)c1-c1ccc(C(C)C)cc1 (configuration not stated)	-6%	-21	142	3%	21	142	x	x	x
Cn1cc(SCC(=O)NCc2ccc3c(c2)OCO3)c2ccccc21	-3%	x	x	16%	x	x	19	98	79
O=C(CCCN1C(=O)c2ccccc2C1=O)Nc1ccccn1	x	3	152	x	-3	152	1	102	101
CC(=O)c1cccc(NC(=O)CN(c2cccc(F)c2)S(C)(=O)=O)c1	-1%	8	134	11%	-8	134	-1	91	92
CN(C)c1oc(-c2ccccc2F)nc1C#N	0%	-7	67	12%	7	67	-2	86	87
Cc1ccc(NC2=C([N+](=O)[O-])CS(=O)(=O)C2)cc1	-6%	x	x	6%	x	x	9	88	79
CCC(C)[C@H](Nc1nc(-c2ccccc2)nc2c1oc1ccccc12)C(=O)O (some centres not stated)	-13%	7	159	-12%	-7	159	0	79	79
O=C(c1cccs1)N1CCN(Cc2cccnc2)CC1	12%	x	x	0%	x	x	6	90	84
CCC(C)(C)C(=O)Nc1ccc(C(N)=O)cc1	-2%	8	166	16%	-8	166	-10	94	105
CC(C)C(=O)Nc1cccc(C(=O)Nc2nnc(C(C)C)s2)c1	x	-17	112	x	17	112	-4	93	98
CN(C)S(=O)(=O)c1cc(C(=O)O)c(NC2CCCCC2)cc1Cl	5%	-8	184	-36%	8	184	-12	87	99
COC(=O)c1ccc(C(=O)OC)c(NC(=O)CSCc2ccc(Br)cc2)c1	4%	-1	95	14%	1	95	x	x	x
CC(C)CC(C(=O)NCC1CCCO1)N(C(=O)Cn1nnc(-c2ccc(F)cc2)n1)c1cccc(C(F)(F)F)c1 (configuration not stated)	-4%	-3	173	-21%	-68	135	x	x	x
CCOC(=O)C1C(=O)NCC1c1ccccc1 (configuration not stated)	1%	-7	169	6%	7	169	1	100	98
CCCCC1CC(/C(C)=N/NC(N)=O)OC1=O (configuration not stated)	-9%	-6	165	-8%	6	165	3	94	91
CC(C)C(NS(=O)(=O)c1ccc2c3c(cccc13)C(=O)N2)C(=O)O (configuration not stated)	-5%	-13	78	12%	13	78	4	94	91
COc1ccc(C(=O)OC(COc2ccccc2)Cn2ccnc2)cc1 (configuration not stated)	x	-1	106	x	1	106	2	85	82
Cc1ccc([N+](=O)[O-])cc1-c1[nH]c(-c2ccc(O)c(O)c2)nc1-c1ccccc1	-52%	-10	171	-79%	10	171	-16	10	26
Cc1ccc(S(=O)(=O)N(CC(=O)N2CCOCC2)C2CCCCC2)cc1	-7%	-11	151	-57%	11	151	-7	91	97
CS(=O)(=O)N(CC(=O)O)c1cccc(Cl)c1	-4%	14	171	21%	-14	171	3	97	94
Fc1ccc(C2=Nn3c(nnc3-c3n[nH]c4c3CCC4)SC2)cc1	6%	15	113	-13%	-15	113	6	61	56
Fc1ccc(N2CCN(Cc3cnc(Oc4ccc(Br)cc4)s3)CC2)cc1	5%	-8	179	-3%	8	179	-13	90	103
Cn1c(SCC(=O)N2CCc3ccccc32)nc2cccnc21	5%	13	110	-12%	-13	110	13	96	83
CCCOc1cc(C)c(Cl)cc1S(=O)(=O)N(CC)CC	x	-5	149	x	5	149	7	98	91
Additional entries follow.
SMILES	Bcl-B displacement	IL1B NFkB inh	IL1B NFkB inh cell count 2 µM	PLAP inhibition	NFkB transloc pot	NFkB transloc pot cell count 2 µM	MRP resist rev	MRP resist rev cytotoxicity	MRP resist rev with doxorubicin
CNC(=O)c1ccc(-c2ccccc2)s1	-6%	11	176	20%	-11	176	10	95	85
O=C(CC1NCCNC1=O)Nc1ccc2c(c1)OCCO2 (configuration not stated)	-6%	-2	145	-12%	-17	49	-3	91	94
Cc1nc2ccc(C(=O)c3ccccc3)cc2[nH]1	-3%	4	159	4%	-4	159	8	97	89
CCCCn1c(SCC(=O)NCc2ccco2)nc2c(sc3ccccc32)c1=O	-21%	-6	118	5%	6	118	-3	87	90
COc1cccc(OC)c1OCC(C)CNCC1CCCO1 (configuration not stated)	11%	-14	171	-10%	14	171	-3	85	88
CCOC(=O)c1[nH]c2ccc(C)cc2c1NC(=O)CN1CCCCC1	-9%	-18	119	4%	18	119	-2	89	91
CC(=O)Oc1ccc(C2OC(=O)c3ccccc3N2C(C)=O)cc1 (configuration not stated)	-8%	11	54	20%	-11	54	6	94	89
O=C(NC1CCCC1)C(c1ccsc1)N(C(=O)Cc1cccs1)c1cccc(F)c1 (configuration not stated)	-11%	-3	168	28%	-3	137	x	x	x
CC(C)(C)n1ncc2c(=O)n(CC(=O)NCc3ccccc3Cl)cnc21	1%	-24	162	-2%	24	162	x	x	x
Clc1ccccc1CSc1nnc(Cn2cnc3ccccc32)n1-c1ccccc1	0%	x	x	-28%	x	x	2	98	96
COc1ccc(N(CC(=O)Nc2cc(C)on2)S(=O)(=O)c2ccc(Cl)cc2)cc1	12%	-1	134	26%	1	134	x	x	x
Cc1cc(=O)[nH]c(SCC(=O)Nc2ccccc2C#N)c1C#N	2%	-8	176	4%	8	176	x	x	x
CC1(C)CC(=O)c2sc(N3CCCCC3)nc2C1	0%	5	140	7%	-5	140	5	91	86
O=C(Nc1nnc(-c2ccco2)s1)C1CC1	-4%	-7	83	24%	7	83	3	103	99
Cc1cn2c(-c3ccc(Cl)cc3)nnc2s1	-3%	-37	63	12%	37	63	9	99	90
CCOc1cc(NC(=S)Nc2cccc(OC)c2)c(OCC)cc1NC(=O)C1CC1	3%	-8	97	5%	8	97	x	x	x
O=[N+]([O-])c1cccc(/C=N/Nc2cc(Cl)nc(-c3ccccc3)n2)c1	-14%	-5	181	11%	-4	134	x	x	x
COCCN(Cc1cc2cc3c(cc2nc1Cl)OCO3)C(=O)Nc1ccc(F)cc1	-4%	-9	109	-24%	9	109	x	x	x
C=CCN1C(=O)C(CC(=O)O)SC1=Nc1c(C)n(C)n(-c2ccccc2)c1=O (configuration not stated)	-9%	17	152	-29%	-17	152	-1	98	98
COc1ccc(OC)c(-c2nc(C(N)=O)c3[nH]c(=O)n(-c4ccc(F)cc4)c3n2)c1	2%	12	154	-53%	-12	154	0	90	90
COc1ccc2cc3c(N)c(C(=O)N4CCCC4)sc3nc2c1	0%	-4	128	-29%	4	128	-1	73	75
Nc1nnc(SCc2ccccc2)n1-c1ccccc1	x	1	168	x	-1	168	-7	83	90
Cc1cccc(-n2c(O)c(C=NCCCN3CCOCC3)c3ccccc3c2=O)c1	2%	-18	94	-87%	18	94	x	x	x
O=C(c1cnn2c(C(F)(F)F)cc(-c3ccccc3)nc12)N1CCOCC1	-2%	x	x	-50%	x	x	-37	50	87
COCc1nnc(NS(=O)(=O)c2ccc(NC(C)=O)cc2)s1	0%	-22	130	-5%	22	130	3	102	100
Continuation:
SMILES	Bcl-B displacement	IL1B NFkB inh	IL1B NFkB inh cell count 2 µM	PLAP inhibition	NFkB transloc pot	NFkB transloc pot cell count 2 µM	MRP resist rev	MRP resist rev cytotoxicity	MRP resist rev with doxorubicin
Cn1c(N)c(C(=O)COC(=O)c2ccc(Br)o2)c(=O)n(C)c1=O	4%	9	183	4%	-9	183	2	74	72
CCC1(C)Cc2c(sc3nc(SCC(=O)O)[nH]c(=O)c23)CO1 (configuration not stated)	-1%	-12	185	1%	12	185	1	98	97
COc1cc(-c2nc3cnccn3c2Nc2ccc(C)cc2)ccc1O	0%	-7	51	-63%	7	51	-10	56	66
Cc1ccc(SCC(=O)Nc2cc(C)on2)cc1	-2%	13	133	25%	-13	133	14	98	85
FC(F)(F)COc1nc(OCC(F)(F)F)nc(N2CCN(c3ccccc3)CC2)n1	0%	4	140	-11%	-3	140	2	104	103
CCC(C)(C)NC(=O)C1CCN(c2nc(C)cc(C)n2)CC1	2%	x	x	-6%	x	x	-11	86	97
Cc1nn(-c2nc(-c3ccco3)cc(C(F)(F)F)n2)c(C)c1Br	-1%	-7	150	2%	7	150	5	72	67
N=c1c2c(-c3ccccc3)c(-c3ccccc3)n(Cc3ccccc3)c2ncn1CCO	-2%	-10	140	-43%	10	140	0	2	2
CSc1nc2ccccc2n1Cc1cccc(F)c1	2%	-25	166	12%	25	166	x	x	x
N#Cc1c(N)nc(SCc2ccccn2)c(C#N)c1-c1cccs1	2%	-10	138	-25%	11	138	5	81	76
CCOC(=O)CNC(=O)CCCCCC(=O)NCC(=O)OCC	2%	x	x	-5%	x	x	0	96	95
CCN(CC)C(=O)COc1ccc(-c2nnc(N3CCCCC3)c3ccccc23)cc1	-6%	2	143	-27%	-2	143	19	91	72
COc1ccc(C(=O)N2CCC(C(=O)O)CC2)cc1	6%	9	176	-7%	-9	176	-8	99	108
O=C(CN1CCN(c2ccccc2)CC1)Nc1nnc(-c2ccccc2)s1	-4%	-7	122	-75%	7	122	15	102	86
CN(C)CCCNC(=O)Cc1ccc(Br)cc1	8%	4	127	-10%	-4	127	-1	99	99
COc1ccc(-c2cnn3c(N)c(S(=O)(=O)c4ccccc4)cnc23)cc1	-3%	x	x	-45%	x	x	x	x	x
CCCC(O)(CCN1CCOCC1)c1ccc(Br)cc1 (configuration not stated)	4%	-6	167	-39%	6	167	x	x	x
N#CC1=C(N)SC(N)=C(C#N)C1Cc1ccccc1	-181%	5	45	-24%	-5	45	-24	17	40
COc1nc(NCc2ccc(Cl)cc2)nc(OC)n1	1%	-11	209	-2%	11	209	10	110	100
CC1C2CC(CC1(C)C)N(C(=O)Nc1ccc3nccnc3c1)C2 (configuration not stated)	8%	-4	108	-22%	4	108	10	98	88
O=C(NCc1ccco1)NC1CCCCC1	x	-4	126	x	4	126	-10	88	98
N#Cc1nc(-c2ccc(F)cc2)oc1NCc1ccccc1	0%	16	36	10%	-16	36	15	97	81
COC(=O)c1cc2n(n1)CCN(Cc1ccccc1Cl)C2=O	-8%	-19	182	-1%	19	182	x	x	x
COC(=O)c1ccc(-n2nc(C(F)(F)F)c3c2-c2ccoc2CC3)cc1	x	-5	134	x	5	134	-7	92	99
CCOC(=O)c1cc(C(=O)Nc2ccc(C)c(F)c2)nn1C	-13%	-3	173	29%	3	173	x	x	x
Continued.
SMILES	Bcl-B displacement	IL1B NFkB inh	IL1B NFkB inh cell count 2 µM	PLAP inhibition	NFkB transloc pot	NFkB transloc pot cell count 2 µM	MRP resist rev	MRP resist rev cytotoxicity	MRP resist rev with doxorubicin
CCCCOC(=O)CCc1nc2ccccc2[nH]1	-4%	-10	178	8%	10	178	0	98	97
CC1CCN(S(=O)(=O)c2cn(CC(=O)N3CCN(C)CC3)c(=O)c3ccccc23)CC1	-8%	-3	132	-54%	3	132	4	100	96
c1ccc(CNc2ccc3ccccc3n2)nc1	0%	x	x	10%	x	x	-2	93	95
CCOCCCNC(=O)N1CCOCC1	4%	-23	155	21%	23	155	4	98	94
Cc1cccn2c(=O)c3cc(C(=O)NCc4ccco4)c(=N)n(C(C)C)c3nc12	22%	0	172	-61%	-1	172	-8	70	77
CCC(C)NC(=O)NC1C(NC(=O)NC(C)CC)N(C)C(=O)N1C (configuration not stated)	-4%	2	92	-5%	-2	92	x	x	x
O=C(CN1CCC(c2nc3ccccc3s2)CC1)NCc1cccs1	-7%	2	138	-62%	-2	138	-9	95	105
CC(CCc1ccccc1)NC(=O)c1ccncc1 (configuration not stated)	-8%	-10	141	2%	10	141	19	108	89

Some of the entries above, reformatted:
Every second line gives: Bcl-B displacement	IL1B NFkB inh	IL1B NFkB inh cell count 2 µM	PLAP inhibition	NFkB transloc pot	NFkB transloc pot cell count 2 µM	MRP resist rev	MRP resist rev cytotoxicity	MRP resist rev with doxorubicin
CCCCn1c(SCC(=O)NCc2ccco2)nc2c(sc3ccccc32)c1=O
    -21%	-6	118	5%	6	118	-3	87	90
O=C(Cn1cnc2c(cnn2-c2ccc(F)cc2)c1=O)NCc1ccco1
    -5%	-1	87	-12%	1	87	x	x	x
Cc1cccc(-n2c(O)c(C=NCCCN3CCOCC3)c3ccccc3c2=O)c1
    2%	-18	94	-87%	18	94	x	x	x
Nc1nnc(SCc2ccccc2)n1-c1ccccc1
    x	1	168	x	-1	168	-7	83	90

These rows are one share of the data; rates above refer to the full screens.
